# Assay outcomes (PubChem BioAssay)
# Growth percent in the NCI-60 one-dose screen (48 h, 10 µM unless noted): 100 = growth as untreated, 0 = no growth, -100 = all killed.
# SF-268 = SF-268 CNS cancer cells; 82,000 compounds, 3.1% hits; AID 1794759
# SF-295 = SF-295 CNS cancer cells; AID 1794758; 79,000 compounds, 5.6% hits
# SF-539 = SF-539 CNS cancer; 81,000 compounds, 6.8% hits; AID 1794752
# PC-3 = PC-3 prostate cancer cells | 80,000 compounds, 3.9% hits | AID 1794754
# U251 = U251 CNS tumor cells; 80,000 compounds, 5.4% hits; AID 1794753
# SNB-19 = SNB-19 CNS cancer cells; 81,000 compounds, 2.5% hits; AID 1794751
# HCC-2998 = HCC-2998 colon cancer; 79,000 compounds, 4.7% hits
# SNB-75 = SNB-75 CNS cancer; 79,000 compounds, 5% hits; AID 1794750
# Numbers without * were called inactive; nt = no result given; & = joins results of further samples. How the source made its calls: active means growth percent below 10; inactive means the rest.
SMILES,SF-268,SF-295,SF-539,PC-3,U251,SNB-19,HCC-2998,SNB-75
COc1ccc(/C=C/C(=O)c2ccc3cc(OC)c(OC)cc3c2)cc1OC,71,71,24,42,23,72,49,50
COc1cc(/C=C/C(/C=C/c2cc(OC)c(OC)c(OC)c2)n2ccnc2)cc(OC)c1OC,92,96,94,58,82,89,100,55
CC(Oc1c(Cl)cc(Cl)cc1Cl)C(=O)O (stereo not drawn),108,96,106,103,104,105,85,88
O=[N+]([O-])c1ccccc1/C=N/N1CCCCCC1,102,86,102,nt,100,95,122,79
COc1cccc(-c2ccc(/C=N/NC(=O)c3[nH]c4ccc(Br)cc4c3-c3ccccc3)o2)c1,34,-15*,-68*,20,7.6*,40,12,31
COc1c(C(=O)Nc2ccccc2)cc(S(=O)(=O)N2CCCCC2)c(OC)c1OC,99,nt,101,77,92,93,98,66
CC(=O)Nc1ccc(/C=N/Nc2ccc([N+](=O)[O-])cn2)cc1,86,103,88,92,87,nt,102,68
COc1ccc(-n2c(SCC(=O)NNS(=O)(=O)c3ccccc3)nc3ccc(Cl)cc3c2=O)cc1,102,102,98,88,101,99,118,99
COc1ccc(/C=C/C(=O)N2CC(C)OC(C)C2)cc1OC1CCCC1 (stereo not drawn),99,103,104,95,98,95,122,93
COc1cc(C2C(C#N)=C(N)OC3=C2C(=O)c2ccccc2C3=O)ccc1OCc1ccc(F)cc1 (stereo not drawn),85,95,93,89,99,96,116,66
CC(=O)c1ccc2[nH]c(C)cc(=O)c2c1,101,96,101,91,nt,109,110,98
CCCCN[C@H]1CC[C@@]2(C)[C@@H](CC[C@@]3(C)[C@H]2[C@H](O)C[C@H]2/C(=C(\CCC=C(C)C)C(=O)OC)[C@@H](OC(C)=O)C[C@@]23C)[C@@H]1C,100,99,99,95,98,104,99,83
CC(=O)OC[C@@]1(O)C[C@@]23CC[C@@H]4[C@@]5(C)C[C@H]5CC[C@@]4(C)[C@@H]2CC[C@H]1C3,95,109,93,82,99,99,100,103
CS(=O)(=O)c1ccc(-c2nn(-c3ccccc3)cc2C=O)cc1,101,101,91,89,98,97,105,92
NC(=O)c1ccccc1,106,102,99,101,105,91,98,104
O=C(CCCC#Cc1cccc2nc(C3CC3)n(-c3ccccc3)c(=O)c12)NO,80,99,79,73,81,85,86,64
OCC(O)c1ccccc1 (stereo not drawn),95,110,100,101,100,99,107,89
C/C(=C\[C@H]1C[C@](C)(O)[C@H]2[C@@H](C[C@@]3(C)[C@@H]4CC=C5[C@@H](CC[C@H](O)C5(C)C)[C@]4(C)C(=O)C[C@]23C)O1)CO,105,105,116,94,109,100,110,92
CCC(SCC(N)=O)(C(N)=O)C(C)C (stereo not drawn),100,101,99,91,97,98,107,80
COc1ccc(/C=C/C(=O)Nc2ccc(-c3nc4ccc(F)cc4s3)cc2)cc1OC,113,111,95,97,103,94,108,110
C/C(=C/c1cccs1)C(=O)c1ccccc1,108,107,104,98,97,104,114,82
CCCc1c(C(=O)Nc2ccc3c(c2)C(=O)OC3)nnn1-c1ccccc1,81,nt,83,54,57,92,98,98
Nc1cccc(C(=O)c2ccccc2C(=O)O)c1,109,127,113,97,108,101,100,90
CCCCCC(C(=O)OCC)C(=O)OCC,98,112,107,84,110,115,104,92
CC(=O)Oc1ccc(N2C(=O)C(Cl)=C(Nc3cccc(C(F)(F)F)c3)C2=O)cc1,94,102,97,96,97,93,104,95
CCOc1ccccc1/C=N\NC(=O)N/N=C/c1ccccc1OCC,113,102,111,101,101,98,98,116
CC(=C(c1ccc(OCCCN(C)C)cc1)c1ccc(OCCCN(C)C)cc1)c1ccccc1,-80*,-93*,-100*,-74*,-86*,-98*,-95*,-77*
Clc1ccc(COc2ccc(Nc3ncnc4onc(-c5ccccc5)c34)cc2)cc1,89,94,97,67,94,92,106,68
CCN1C(=O)N(CC)C2C1NN=c1s/c(=C3\C(=O)Nc4ccccc43)c(=O)n12 (stereo not drawn),67,8.7*,-34*,23,31,37,32,-14*
COc1ccc(C(O)(c2ccccc2)C(C(=O)O)c2ccccc2)cc1 (stereo not drawn),107,118,93,86,116,97,102,95
Cc1cccnc1NS(=O)(=O)c1ccccc1,nt,111,103,100,109,102,105,84
Cc1ccc(-c2cc3nc(C(Cl)Cl)nc(-c4cccs4)n3n2)cc1,82,33,68,66,39,64,54,110
NC(=O)C1CC2C=CC1C2 (stereo not drawn),108&118,95&113,112&95,98&100,100&99,92,110&77,94&87
CN(C)CC#Cc1ccc2ncc(C#N)c(Nc3ccc(F)c(Cl)c3)c2c1,59,65,62,40,64,76,60,48
COc1ccc2nc(-c3c(-c4ccccc4)nc4ncccn34)[nH]c2c1,109,nt,100,97,99,101,101,78
CCCCCCOC(=O)N1CCCC1,114,117,99,92,91,105,101,96
O=C(NC1CCCCC1)/C(=C\c1ccc(/C=C(/NC(=O)c2ccccc2)C(=O)NC2CCCCC2)cc1)NC(=O)c1ccccc1,103,98,107,94,105,106,100,87
CCOC(=O)c1c(O)cc(-c2ccc(Br)cc2)cc1-c1sc(N(C)Cc2ccccc2)nc1Cl,93,100,98,97,93,94,101,90
O=C(CSc1nnc(-c2ccc(-c3nc4ccccc4[nH]3)cc2)o1)Nc1ccccc1,46,94,47,86,-61*,3.0*,92,47
CCCCOc1ccc(NC(=O)c2sc3nc(C)ccc3c2N)cc1,30,-54*,-100*,37,0.7*,1.0*,21,-17*
CCOc1nc(-c2ccccc2)cc2c(O)c(C(=O)N/N=C/c3ccc(F)cc3)[nH]c(=O)c12,95,113,100,112,99,99,nt,95
O=C(Nc1cccc2c(=O)[nH][nH]c(=O)c12)c1ccc([N+](=O)[O-])cc1,109,107,96,103,nt,77,103,73
C#CCSC(=S)NNc1ccccc1,98,98,97,90,100,100,110,81
COc1ccccc1N1C(=O)CC(Sc2ccccc2N)C1=O (stereo not drawn),108,101,96,91,104,95,107,73
Cc1ccc(NC(=S)/N=C/c2c(O)[nH]c(=O)[nH]c2=O)c(C)c1,93,105,101,95,96,107,90,93
O=C(O)CCCCCCSc1nc(-c2ccc(Cl)cc2)cc(-c2ccc(Cl)cc2)n1,106,102,106,96,110,108,117,100
CC(C)C(=O)Nc1ncc(C(=O)NCCN(Cc2ccccc2)C(=O)c2ccc(S(=O)(=O)Nc3ccccc3)cc2)s1,89,100,89,94,97,97,106,78
COc1ccccc1NC(=O)Cn1cc(CN2CCN(c3ccnc4cc(Cl)ccc34)CC2)nn1,84,100,99,72,97,93,107,75
Cc1ccc(S(=O)(=O)NN=C2CCCCCCC2)cc1,103,88,101,93,99,102,107,87
COc1ccc(C2=NN(C(C)=O)C(c3ccc(OCc4ccccc4)c(OC)c3)C2)cc1OC (stereo not drawn),83,77,93,81,90,80,116,107
CCCCCCCCCCC(CN(CC)CC)C(O)c1ccccc1 (stereo not drawn),40,36,32,26,13,51,-19*,49
O=S(=O)(CCN1CCOCC1)Nc1cncc(-c2ccc3ncnc(Nc4ccc(F)c(Cl)c4)c3c2)c1,64,82,75,53,69,61,74,56
O=C(Cn1nnc2ccccc21)N/N=C/c1ccccc1F,94,111,102,96,97,103,115,95
CCOC(=O)c1cccc2c1-c1ccccc1C2=O,106,112,110,90,111,100,107,101
Clc1ccccc1-c1conc1-n1nc(-c2ccccc2)nc1-c1ccccc1,120,103,102,93,98,105,102,90
Nc1cccc2c(S(=O)(=O)O)cccc12,105,95,90,95,99,97,101,100
Fc1ccc(NCCS)cc1,102,nt,103,99,98,107,97,80
COC(=O)c1cc(-c2ccc(OC)cc2)[nH]c1NNC(C)=O,114,116,81,90,104,106,131,108
CCOC(=O)c1c[nH]c2cc(OCC3CC3)c(OCC3CC3)cc2c1=O,109,103,105,95,119,117,107,114
CCC1=Cc2c(OC)cccc2OC12C=Cc1c(OC)cccc1O2 (stereo not drawn),59,4.1*,-5.6*,36,25,25,2.3*,19
# Remaining list, next part:
SMILES,SF-268,SF-295,SF-539,PC-3,U251,SNB-19,HCC-2998,SNB-75
COc1ccc(-c2c(NC(C)=O)noc2-c2cc(OC)c3c(c2OC)OCO3)cc1,109,nt,103,97,100,105,101,89
CS(=O)(=O)OC1CCC(OS(C)(=O)=O)C1 (stereo not drawn),98,96,91,100,104,96,105,92
CCCCCCNc1nc(N2CCOCC2)c2[nH]c(NCCCCCC)nc2n1,-93*,-62*,-94*,-21*,-93*,-93*,-100*,-95*
C/C(=C(/C)C1CC1CCNS(=O)(=O)c1ccc(C)cc1)c1ccc(C)cc1 (stereo not drawn),91,99,103,81,94,98,120,94
COc1ccc(/C=C\C(=O)NC2CC[C@]3(C)[C@H]4CC[C@@H]5[C@@H]([C@@](C)(O)CCC=C(C)C)CC[C@@]5(C)[C@]4(C)CC[C@H]3C2(C)C)cc1 (stereo partly drawn),69,61,91,49,47,60,102,82
C=CCC(C(=N)C(C#N)(CC=C)C1=CCCCC1)C1=CCCCC1 (stereo not drawn),99,82,91,85,102,85,93,78
CCOC1C=CC(OC(C)=O)C(COC(C)=O)O1 (stereo not drawn),102,94,nt,92,87,90,114,103
CCN(CC)c1ccc(C=O)c(OCc2cn(CC(=O)Nc3c(Cl)cc(Cl)cc3Cl)nn2)c1,116,104,109,103,107,102,113,120
O=C(O)c1ccc2c(c1)Cc1ccccc1-2,100,95,98,80,102,nt,121,98
O=C(Nc1cccc([N+](=O)[O-])c1)OCC#CCCl,57,76,95,63,66,75,97,64
COc1ccc(C(Cc2ccccc2)NCCN2CCOCC2)cc1 (stereo not drawn),98,99,100,94,108,106,87,97
O=C1OC(=O)C2=C1C1c3ccccc3C2c2ccccc21,104,nt,96,100,99,110,108,78
O=C(CSc1nc(-c2ccccc2)cc(=O)[nH]1)c1ccc(Cl)cc1,99,108,103,91,97,105,107,82
O=C(O)c1ccc(Cn2cnc3c(=S)nc[nH]c32)cc1,116,113,109,106,108,114,101,90
O=C(Cn1nnc2ccccc21)N/N=C/c1ccc[nH]1,94,106,106,91,99,95,115,77
O=C(O)c1ccc(Oc2ccc([N+](=O)[O-])cc2)c([N+](=O)[O-])c1,110,123,92,108,103,109,99,82
CC(=O)OCC(=O)[C@H]1CC[C@H]2[C@@H]3CCC4=CC(=O)C=C[C@]4(C)[C@H]3CC[C@]12C,94,123,87,89,102,104,nt,82
O=C1/C(=N\O)C(c2ccccc2)Oc2ccccc21 (stereo not drawn),97,nt,105,92,94,101,105,75
CCCCNCC(O)(c1ccc(Cl)cc1)c1ccc(Cl)cc1,78,nt,108,36,82,107,72,102
Cc1ccc(S(=O)(=O)NCCCNc2cc(-c3cn(C(C)(C)C)nc3-c3cccc(F)c3)ccn2)cc1,81,91,74,59,65,92,96,88

# Reprinted from above for reference:
SMILES,SF-268,SF-295,SF-539,PC-3,U251,SNB-19,HCC-2998,SNB-75
COc1ccc(/C=C\C(=O)NC2CC[C@]3(C)[C@H]4CC[C@@H]5[C@@H]([C@@](C)(O)CCC=C(C)C)CC[C@@]5(C)[C@]4(C)CC[C@H]3C2(C)C)cc1 (stereo partly drawn),69,61,91,49,47,60,102,82
C=CCC(C(=N)C(C#N)(CC=C)C1=CCCCC1)C1=CCCCC1 (stereo not drawn),99,82,91,85,102,85,93,78
CCOC1C=CC(OC(C)=O)C(COC(C)=O)O1 (stereo not drawn),102,94,nt,92,87,90,114,103
CCN(CC)c1ccc(C=O)c(OCc2cn(CC(=O)Nc3c(Cl)cc(Cl)cc3Cl)nn2)c1,116,104,109,103,107,102,113,120
O=C(O)c1ccc2c(c1)Cc1ccccc1-2,100,95,98,80,102,nt,121,98
O=C(Nc1cccc([N+](=O)[O-])c1)OCC#CCCl,57,76,95,63,66,75,97,64
COc1ccc(C(Cc2ccccc2)NCCN2CCOCC2)cc1 (stereo not drawn),98,99,100,94,108,106,87,97
O=C1OC(=O)C2=C1C1c3ccccc3C2c2ccccc21,104,nt,96,100,99,110,108,78
O=C(CSc1nc(-c2ccccc2)cc(=O)[nH]1)c1ccc(Cl)cc1,99,108,103,91,97,105,107,82
O=C(O)c1ccc(Cn2cnc3c(=S)nc[nH]c32)cc1,116,113,109,106,108,114,101,90
O=C(Cn1nnc2ccccc21)N/N=C/c1ccc[nH]1,94,106,106,91,99,95,115,77
O=C(O)c1ccc(Oc2ccc([N+](=O)[O-])cc2)c([N+](=O)[O-])c1,110,123,92,108,103,109,99,82
CC(=O)OCC(=O)[C@H]1CC[C@H]2[C@@H]3CCC4=CC(=O)C=C[C@]4(C)[C@H]3CC[C@]12C,94,123,87,89,102,104,nt,82
O=C1/C(=N\O)C(c2ccccc2)Oc2ccccc21 (stereo not drawn),97,nt,105,92,94,101,105,75
CCCCNCC(O)(c1ccc(Cl)cc1)c1ccc(Cl)cc1,78,nt,108,36,82,107,72,102
Cc1ccc(S(=O)(=O)NCCCNc2cc(-c3cn(C(C)(C)C)nc3-c3cccc(F)c3)ccn2)cc1,81,91,74,59,65,92,96,88

# (listing goes on)
SMILES,SF-268,SF-295,SF-539,PC-3,U251,SNB-19,HCC-2998,SNB-75
CCN(Cc1ccccc1)c1ccc(/C=C2\COc3ccccc3C2=O)cc1,101,94,97,87,96,99,102,93
O=C1c2cccc3c(-c4ccccc4F)ccc(c23)C(=O)N1c1nc2ccccc2s1,85,94,93,56,82,81,96,100
COc1ccc(C2=NNC(c3ccc(Oc4ccc(Cl)cc4)cc3)C2)cc1OC (stereo not drawn),91,82,92,81,92,80,96,96
Cc1ccc(NC(=O)c2sc3nc(-c4cccs4)ccc3c2N)cc1F,106,94,93,nt,94,134,106,95
O=C1c2ccccc2C(=O)C2C(=O)c3ccccc3C(=O)C12 (stereo not drawn),107,120,105,96,98,98,105,89
O=C(Cn1nnc2ccccc21)N/N=C/c1cc2ccccc2[nH]1,95,92,105,80,96,96,112,70
CCOc1ccccc1CN1CCc2nc3cc(C(C)(C)C)[nH]n3c(=O)c2C1,105,nt,94,109,104,95,99,105
Cc1cc(C)c(N(C)N=O)c(C)c1N(C)N=O,105,100,96,100,103,95,104,97
O=C1NC(=O)C(CCCCCl)N1 (stereo not drawn),99,101,90,89,104,113,82,86
